m-calpain inh = inhibitors of pig calpain II | purified calpain II, fluorogenic peptide substrate, 30 min | inhibition, % at 16 µM | 220,000 tested, 0.37% active;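 active = inhibition above about 50%, limit read from the data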
KLK5 inh = blocks human kallikrein 5 protease activity; recombinant hK5, fluorogenic AMC substrate cleavage; inhibition, % at 5 µM; 210,000 tested, 0.59% active;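 active = inhibition of 40% or more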;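 note: 0% = enzyme controls without compound and 100% = no-enzyme blanks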
Target sequence (Q9Y337 67-293 limits assumed): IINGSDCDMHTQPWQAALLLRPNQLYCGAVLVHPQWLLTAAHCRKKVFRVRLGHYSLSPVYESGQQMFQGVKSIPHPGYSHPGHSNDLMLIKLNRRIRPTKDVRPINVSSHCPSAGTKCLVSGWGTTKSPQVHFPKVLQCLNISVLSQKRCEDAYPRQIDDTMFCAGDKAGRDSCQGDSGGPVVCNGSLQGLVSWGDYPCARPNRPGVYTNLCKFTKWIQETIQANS
FXIIa inh = inhibitors of human coagulation factor XIIa; P00748; purified FXIIa, Boc-QGR-AMC fluorogenic substrate, 2 h; inhibition, % at 5 µM; 220,000 tested, 0.3% active; AID 800; in the data active = inhibition above about 40%;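 note: 0% = enzyme with no compound and 100% = blank without enzyme; many of its hits are not listed in these tables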
thrombin 1536 = thrombin (human) inhibition. AID 1046. alpha-thrombin, Boc-VPR-AMC fluorogenic substrate cleavage. 220,000 tested, 0.26% active. inhibition, % at 5 µM. P00734;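 active = inhibition at or above 40%; inactive = inhibition below 40%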;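 note: 0% = enzyme with no compound and 100% = wells without enzyme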
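System – human alpha-thrombin protein · Reagent – Boc-VPR-AMC substrate, 15 µM final · Compound – 5 µM single dose in 0.2% DMSO · Schedule – reaction at room temperature · Technique – AMC fluorescence at 355 nm excitation and 460 nm emission · Read-out basis – % inhibition relative to enzyme controls and enzyme-free blanks · Control set – no-compound enzyme wells and no-enzyme blanks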
Furin inhibitor = human furin inhibition; 220,000 tested, 0.061% active; inhibition, % at 30 µM; purified furin, fluorogenic substrate cleavage; P09958; in the data active = inhibition above about 25%; note: inactives centre near -15
Cl transport mod = KCC2 (human) Cl- transport modulation; KCC2 cells, thallium flux FluoZin-2 fluorescence; B-score of Tl+ flux slope (higher = more flux/activation; lower = inhibition) at 10 µM; 190,000 tested, 2.2% active; AID 1456;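 active = thallium flux slope and its plate-corrected score both differing from the plate sample mean at a set confidence after two filtering rounds, in either direction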;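 note: slope of fluorescence scaled to starting intensity during 10 to 20 s after thallium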
PERK inh = human PERK inhibition, primary cell-based screen. Q9NZJ5. CHO PERK-DD fusion, SEAP luminescence translation reporter. inhibition, % at 5.6 µM. 220,000 tested, 0.17% active. AID 1416;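 active = inhibition above the mean inhibition of all tested compounds plus 3 SD, set separately per screening campaign, cut at about 2.9% in these data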;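 note: PERK kinase domain activated by AP20187 dimerizer at 100 nM; 0% = DMSO with dimerizer and 100% = rapamycin at 8.4 µM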
Rad51 HR inh = blocks human Rad51 in homologous recombination; Q06609; hRad51 DNA strand exchange, fluorescence dequenching; inhibition, % at 10 µM; 200,000 tested, 0.085% active;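 active = inhibition above 40% at the single screening dose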;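 note: 0% = DMSO control wells and 100% = blanks with heterologous ssDNA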
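System: human Rad51 nucleoprotein filaments preassembled on unlabelled ssDNA. Reagent: labelled 47-mer dsDNA for strand exchange. Schedule: 30-min compound preincubation and 15-min exchange, both room temperature. Measured by: FRET fluorescence dequenching, excitation 485 nm, emission 520 nm. Read-out: Fluorescence-based percent inhibition, control- and blank-normalised. Benchmarks: plate controls and plate blanks.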
FXIa inh = factor XIa (human) inhibition | purified FXIa, Boc-Glu-Ala-Arg-AMC fluorogenic substrate | inhibition, % at 5 µM | 220,000 tested, 0.14% active;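 active = inhibition of at least 40%; inactive = inhibition below 40%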;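 note: fluorescence of freed AMC excited at 355 nm; 0% = enzyme without compound and 100% = no enzyme blank; many of its hits are not listed in these tables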
Target sequence (P03951 19-387 limits assumed): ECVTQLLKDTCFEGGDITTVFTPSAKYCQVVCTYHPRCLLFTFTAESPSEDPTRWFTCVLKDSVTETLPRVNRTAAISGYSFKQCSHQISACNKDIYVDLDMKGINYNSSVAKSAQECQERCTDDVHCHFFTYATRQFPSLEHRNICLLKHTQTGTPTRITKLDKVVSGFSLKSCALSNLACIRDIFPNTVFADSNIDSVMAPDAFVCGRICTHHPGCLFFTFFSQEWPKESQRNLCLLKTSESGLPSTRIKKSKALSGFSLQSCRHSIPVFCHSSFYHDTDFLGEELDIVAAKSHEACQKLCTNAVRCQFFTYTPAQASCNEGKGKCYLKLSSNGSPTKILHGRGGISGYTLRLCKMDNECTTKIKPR
Target sequence (P03951 388-625 limits assumed): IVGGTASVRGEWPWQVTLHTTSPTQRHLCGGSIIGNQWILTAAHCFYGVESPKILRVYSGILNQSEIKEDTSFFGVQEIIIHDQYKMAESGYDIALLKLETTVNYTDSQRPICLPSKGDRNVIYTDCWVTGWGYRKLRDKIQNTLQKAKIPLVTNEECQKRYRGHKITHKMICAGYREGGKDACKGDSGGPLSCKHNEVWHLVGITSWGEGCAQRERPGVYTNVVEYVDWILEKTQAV
Numbers without * were called inactive; / = not tested or not shown; [ ] = remark or other dose.

Key to letters – A = m-calpain inh; B = KLK5 inh; C = FXIIa inh; D = thrombin 1536; E = Furin inhibitor; F = Cl transport mod; G = PERK inh; H = Rad51 HR inh; I = FXIa inh
structure: CN(C1CCCCC1)S(=O)(=O)c1ccc(NC(=O)Cn2nc(-c3ccc(F)cc3)ccc2=O)cc1
  A: -4.2; B: -5.8; C: 17.5; D: -1.2; E: -15.4; F: 0.0651; G: -0.5; H: /; I: 12.0

structure: O=C(Nc1ccc2c(c1)OCO2)c1ccc(Cl)nc1
  A: -4.8; B: 2.5; C: 16.3; D: 5.8; E: -18.4[20 µM]; F: -0.195; G: 0.4; H: 1.1; I: 0.9

structure: CCCCn1c(CNC(=O)CC)nc2ccccc21
  A: -21.2; B: 0.6; C: 9.3; D: -1.3; E: -21.5; F: 0.57; G: 0.8; H: -3.2; I: 0.3

structure: O=C(Cn1cnc([N+](=O)[O-])n1)NC1CC1
  A: -22.5; B: -9.5; C: -0.7; D: -4.6; E: -11.6; F: 0.486; G: 1.0; H: 7.9; I: -9.0

structure: O=C(O)C1CCCNC1 (stereo unspecified)
  A: 8.7; B: -6.5; C: 6.3; D: 1.0; E: -11.9; F: -0.65; G: 0.3; H: 8.0; I: 8.5

structure: CSc1nc(C)cc(SCC(=O)Nc2ccccc2)n1
  A: 15.6; B: -1.5; C: 4.2; D: 1.3; E: -14.7[20 µM]; F: /; G: -2.0; H: -2.9; I: 1.8

structure: CC1(C)Cc2nc3oc4c(N5CCOCC5)ncnc4c3cc2CO1
  A: -84.0; B: -26.5; C: 8.2; D: -7.0; E: -13.7; F: -0.406; G: 1.5; H: 1.2; I: -1.2

structure: COC(=O)c1ccc(-c2ccc(F)cc2)nc1C
  A: -4.2; B: -13.7; C: 11.6; D: -2.2; E: -11.8; F: -0.323; G: 1.2; H: 6.2; I: 8.9

structure: O=C(O)CSC(=S)N1CCCCC1
  A: 8.1; B: 2.3; C: 8.6; D: -8.0; E: -19.3; F: 0.152; G: 2.3; H: -7.0; I: 3.6

structure: CCCCOc1ccccc1C(=O)NCCCCCC(=O)O
  A: -28.5; B: -5.4; C: 3.8; D: -2.1; E: -23.6; F: -0.517; G: 1.1; H: /; I: -16.5

structure: CCOP(=O)(OCC)C(Nc1ccccc1)c1cc(OC)ccc1OC (stereo unspecified)
  A: 2.1; B: -21.6; C: 7.5; D: -2.8; E: -14.5; F: -0.195; G: -0.2; H: /; I: 7.5

structure: CCN(CC)C(=O)CN1CCN(c2ccccc2F)CC1
  A: 2.4; B: -2.3; C: -24.0; D: -11.5; E: -15.2; F: /; G: -0.1; H: 3.0; I: -2.9

structure: SC(COCc1ccccc1)CN1CCN(Cc2ccc3c(c2)OCO3)CC1 (stereo unspecified)
  A: 4.4; B: -7.9; C: 10.3; D: -16.6; E: -12.7; F: 3.32; G: 0.9; H: 5.7; I: 5.3

structure: CCC1CCCCN1CCCNC(=O)CCCOc1cc(=O)n(C)c2ccccc12 (stereo unspecified)
  A: 4.6; B: 6.0; C: 2.5; D: -0.1; E: -28.3; F: 0.512; G: 1.3; H: 5.6; I: -4.4

structure: N/C(=N/OCC(=O)Nc1cccc2ccccc12)c1nonc1N
  A: 7.7; B: -2.1; C: 12.1; D: -0.7; E: -28.6; F: -1.28; G: 0.3; H: -12.5; I: 1.5

An excerpt from above in order of the FXIIa inh value, falling:
Compound,FXIIa inh
CN(C1CCCCC1)S(=O)(=O)c1ccc(NC(=O)Cn2nc(-c3ccc(F)cc3)ccc2=O)cc1,17.5
SC(COCc1ccccc1)CN1CCN(Cc2ccc3c(c2)OCO3)CC1 (stereo unspecified),10.3
CC1(C)Cc2nc3oc4c(N5CCOCC5)ncnc4c3cc2CO1,8.2

Part of the list above, showing only Furin inhibitor and KLK5 inh:
Structure	Furin inhibitor	KLK5 inh
O=C(Cn1cnc([N+](=O)[O-])n1)NC1CC1	-11.6	-9.5
O=C(O)C1CCCNC1 (stereo unspecified)	-11.9	-6.5

Going on with the list:
Key to letters – A = m-calpain inh; B = KLK5 inh; C = FXIIa inh; D = thrombin 1536; E = Furin inhibitor; F = Cl transport mod; G = PERK inh; H = Rad51 HR inh; I = FXIa inh
structure: Cn1nc(C(F)(F)F)c(CO)c1Sc1ccc(F)cc1
  A: 3.1; B: 19.8; C: 18.5; D: 0.3; E: -9.4; F: -0.214; G: 0.3; H: -16.8; I: 11.0

structure: Cc1c(C#N)c(N)nc2c3c(sc12)NC(=O)CC3c1ccc(F)cc1 (stereo unspecified)
  A: -40.1; B: 2.3; C: 10.1; D: -7.7; E: -12.0; F: -2.3; G: 0.9; H: 10.9; I: 7.0

structure: CCN1CCCC1CNC(=O)c1ccc(Sc2ccc(F)cc2)c([N+](=O)[O-])c1 (stereo unspecified)
  A: -36.7; B: -0.3; C: 8.4; D: -7.2; E: -13.0; F: -1.05; G: -0.1; H: 32.6; I: 1.1

structure: COC(=O)c1ccc(N2C(=O)Nc3ccccc3N2O)cc1
  A: 5.5; B: -4.2; C: 5.2; D: -2.6; E: -7.6; F: 1.04; G: 1.9; H: -3.2; I: -1.2

structure: COc1ccc(C(=O)Nc2sc3c(c2C(=O)O)CC(C)(C)OC3)cc1
  A: 3.4; B: -19.8; C: 13.5; D: 0.1; E: -29.2; F: -1.16; G: 0.3; H: /; I: 12.7

structure: CCOC(=O)CCCSc1nc2sc(C)c(C)c2c(=O)[nH]1
  A: 6.2; B: -17.2; C: 4.9; D: -8.3; E: -26.4; F: 0.321; G: 1.7; H: -3.8; I: -3.2

structure: CCN(c1ccccc1)S(=O)(=O)c1cc([N+](=O)[O-])ccc1N
  A: 2.3; B: -4.9; C: 0.6; D: -2.5; E: -5.9; F: -1.09; G: 1.1; H: /; I: -4.4

structure: O=C(OCn1nnc2ccccc2c1=O)C1CCN(S(=O)(=O)c2cccs2)CC1
  A: 31.9; B: -7.0; C: 13.0; D: 2.5; E: -4.4; F: -1.11; G: -0.2; H: -8.2; I: 3.8

structure: CC1CC2(C)Oc3ccccc3CC2C(C)C1CNCCCN(C)C (stereo unspecified)
  A: -7.8; B: -7.1; C: /; D: -9.7; E: -26.0; F: 0.305; G: -0.5; H: 3.6; I: -5.3

structure: C=CCn1c(COc2ccc(Cl)cc2)nnc1SCC(=O)NCC(=O)OCC
  A: -19.1; B: -19.7; C: 17.1; D: 1.4; E: -12.4; F: -0.719; G: -1.3; H: 0.7; I: 3.8

structure: CCCCN1CNC(=S)N(CCc2ccccc2)C1
  A: 16.1; B: -9.3; C: 2.5; D: -4.5; E: -13.9; F: 0.0585; G: -0.6; H: 8.5; I: 0.3

structure: COc1ccc(N(CC(=O)Nc2ccc3c(c2)OCO3)S(=O)(=O)c2ccccc2)c(OC)c1
  A: -13.3; B: 2.0; C: -3.3; D: -7.0; E: -3.7; F: /; G: -1.6; H: -15.0; I: -12.0

structure: CC12CCC(C(=O)Nc3c(Cl)cccc3Cl)(C(Br)C1=O)C2(C)C (stereo unspecified)
  A: -12.4; B: -14.6; C: 8.8; D: 0.0; E: -8.7; F: 0.578; G: 2.1; H: /; I: 7.7

Some of the entries so far, field by field:
CCN1CCCC1CNC(=O)c1ccc(Sc2ccc(F)cc2)c([N+](=O)[O-])c1 (stereo unspecified)
  m-calpain inh: -36.7
  KLK5 inh: -0.3
  FXIIa inh: 8.4
  thrombin 1536: -7.2
  Furin inhibitor: -13.0
  Cl transport mod: -1.05
  PERK inh: -0.1
  Rad51 HR inh: 32.6
  FXIa inh: 1.1

Cn1nc(C(F)(F)F)c(CO)c1Sc1ccc(F)cc1
  m-calpain inh: 3.1
  KLK5 inh: 19.8
  FXIIa inh: 18.5
  thrombin 1536: 0.3
  Furin inhibitor: -9.4
  Cl transport mod: -0.214
  PERK inh: 0.3
  Rad51 HR inh: -16.8
  FXIa inh: 11.0

O=C(OCn1nnc2ccccc2c1=O)C1CCN(S(=O)(=O)c2cccs2)CC1
  m-calpain inh: 31.9
  KLK5 inh: -7.0
  FXIIa inh: 13.0
  thrombin 1536: 2.5
  Furin inhibitor: -4.4
  Cl transport mod: -1.11
  PERK inh: -0.2
  Rad51 HR inh: -8.2
  FXIa inh: 3.8

Assay outcomes: PubChem BioAssay, several laboratories

Only part of the results is shown, so the mix of outcomes need not match the whole.
